GSH fluor: compound fluorescence on glutathione beads, profiling panel, artefact control, biophysical, 488/530 nm, flow cytometry; GSH beads flow cytometry, compound fluorescence 488/530 nm; hits give high values; 190,000 tested, 0.25% active; fluorescence (KMESF) at 10 µM; AID 1776, 2009; in the data active means fluorescence above about 89;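 further: glutathione beads carrying GST-tagged Bcl family fusion proteins plus one bare bead set; values are compound well signal with DMSO vehicle wells as background; inactives centre near 16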
Bcl-2 Bim block: inhibitors of Bim-Bcl-2 binding, primary screen, biochemical, multiplexed, human Bcl-2 family; Apoptosis regulator Bcl-2 (Homo sapiens), P10415; Bead-based flow cytometry, Bim peptide-Bcl-2 binding; inhibition, % at 10 µM; 190,000 tested, 0.06% active; AID 950, 2007; in the data active means inhibition above about 40%; inconclusive means no clear call, values can overlap the other calls;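 further: 0% = no compound wells with probe peptide and 100% = reference peptide inhibitor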
Target sequence (P10415 whole entry, looked up): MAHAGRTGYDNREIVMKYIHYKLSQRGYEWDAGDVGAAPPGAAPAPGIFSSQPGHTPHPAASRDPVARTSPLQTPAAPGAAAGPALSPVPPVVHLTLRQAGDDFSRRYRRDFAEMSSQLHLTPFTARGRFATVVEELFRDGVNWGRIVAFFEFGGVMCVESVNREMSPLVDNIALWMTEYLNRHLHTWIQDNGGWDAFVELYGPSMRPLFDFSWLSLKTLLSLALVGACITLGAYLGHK
Bim-Bcl-W: inhibitors of Bim binding to Bcl-W, primary screen, biochemical, multiplexed, bead-based flow cytometry; Bcl-2-like protein 2 (Homo sapiens), Q92843; Bim peptide-Bcl-W binding; inhibition, % at 10 µM; 190,000 tested, 0.02% active; AID 952, 2007;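 further: 0% = bound tracer without compound and 100% = peptide blocker; higher means less fluorescent Bim peptide bound to Bcl-W beads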
Target sequence (Q92843 whole entry, looked up): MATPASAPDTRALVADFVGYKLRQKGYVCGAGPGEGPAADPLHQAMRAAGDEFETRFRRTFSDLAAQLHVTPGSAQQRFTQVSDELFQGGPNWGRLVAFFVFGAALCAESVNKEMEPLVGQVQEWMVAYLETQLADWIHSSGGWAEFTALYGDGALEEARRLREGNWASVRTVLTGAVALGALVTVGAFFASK
Bcl-XL Bim block: inhibitors of Bim-Bcl-XL binding, primary screen, biochemical, multiplexed, bead flow cytometry, human Bcl-XL; Bcl-2-like protein 1 (Homo sapiens), Q07817; Bim peptide-Bcl-XL binding, fluorescence; inhibition, % at 10 µM; 190,000 tested, 0.04% active; AID 1007, 2008
Target sequence (Q07817 whole entry, looked up): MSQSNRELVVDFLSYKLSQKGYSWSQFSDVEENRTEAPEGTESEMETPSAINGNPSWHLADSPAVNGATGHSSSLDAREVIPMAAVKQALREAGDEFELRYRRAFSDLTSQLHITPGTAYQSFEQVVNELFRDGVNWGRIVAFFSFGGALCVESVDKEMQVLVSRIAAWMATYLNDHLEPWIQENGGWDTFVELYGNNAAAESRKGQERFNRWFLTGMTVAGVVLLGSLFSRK
RGS7-Gao: RGS7-Galphao binding modulators, primary screen, biochemical, multiplexed bead flow cytometry | Guanine nucleotide-binding protein G(o) subunit alpha (Homo sapiens), P09471 | actives lie on both sides | binding response (% of control), % at 10 µM | 220,000 tested, 0.35% active; in the data active means binding response below about 49% or above about 150%; inconclusive means no clear call, values can overlap the other calls; inactive means in between;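 further: fluorescent Galphao held in activated GDP-AlF4 state binding bead-coupled RGS7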
RGS4-Gao reg: modulators of RGS4 binding to Galphao, primary screen, biochemical, multiplexed bead flow cytometry; actives lie on both sides; Guanine nucleotide-binding protein G(o) subunit alpha (Homo sapiens), P09471; 220,000 tested, 0.33% active; binding response (% of control), % at 10 µM; in the data active means binding response below about 49% or above about 150%; inactive means in between;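 further: fluorescent Galphao activated with aluminum fluoride binding bead-coupled RGS4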
Bim-Bfl-1: inhibitors of Bim binding to Bfl-1, primary screen, biochemical, multiplexed, bead-based flow cytometry | Bim-Bfl-1 binding inhibition | inhibition, % at 10 µM | 190,000 tested, 0.12% active | AID 1008, 2008;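 further: 0% = wells without compound plus tracer and 100% = blocker peptide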
ABCB1 inh: ABCB1 efflux pump inhibitors, primary screen, cell-based, multiplex, flow cytometry, ABCG2 counter-screen; CCRF-Adr cells, JC-1 efflux; 190,000 tested, 0.067% active; ATP-dependent translocase ABCB1 (Homo sapiens), P08183; AID 1326, 2008; inhibition, % at 6.6 µM; in the data active means inhibition above about 40%;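 further: 0% = vehicle and 100% = reference inhibitor; higher value means more JC-1 retained so stronger ABCB1 efflux block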
ABCG2 inh: ABCG2 efflux pump inhibitors, primary screen, multiplex with ABCB1, IgMXP3 cells, flow cytometry. Broad substrate specificity ATP-binding cassette transporter ABCG2 (Homo sapiens), Q9UNQ0. JC-1 efflux. inhibition, % at 6.6 µM. 190,000 tested, 0.1% active;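 active means inhibition above 80%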;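 further: 0% = DMSO and 100% = nicardipine control wells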
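Read-out basis: Efflux inhibition in percent versus controls | Test system: ABCG2 IgMXP3 and barcoded ABCB1 CCRF-Adr cell mix | Quantity: 3 million cells/mL in well | Schedule: 10 min at 25 °C | Control set: Nicardipine as high control, DMSO as low control | Reagent: JC-1 as fluorescent efflux pump substrate | Signal: Flow cytometry of retained JC-1 fluorescence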
Avidin bead fluor: green autofluorescence of compounds with avidin beads – biophysical, 488/530 nm, flow cytometry, artefact control, profiling panel. fluorescence (KMESF) at 10 µM. AID 1775, 2009. compound fluorescence 488/530 nm; hits give high values. 220,000 tested, 0.38% active; in the data active means fluorescence above about 47; further: inactives centre near 10
Bim-Bcl-B: inhibitors of Bim-Bcl-B binding, primary screen, biochemical, multiplexed, human Bcl-2 family; Bcl-2-like protein 10 (Homo sapiens), Q9HD36; bead-based flow cytometry, Bim peptide-Bcl-B binding; inhibition, % at 10 µM; 190,000 tested, 0.073% active;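 further: 0% = tracer peptide without compound and 100% = reference inhibitor peptide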
Target sequence (Q9HD36 whole entry, looked up): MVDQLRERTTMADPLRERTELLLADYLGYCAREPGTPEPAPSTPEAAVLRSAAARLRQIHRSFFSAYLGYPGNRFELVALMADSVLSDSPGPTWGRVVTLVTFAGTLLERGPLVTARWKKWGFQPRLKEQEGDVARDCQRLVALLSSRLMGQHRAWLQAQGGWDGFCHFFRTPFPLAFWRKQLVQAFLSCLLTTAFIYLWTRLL
* marks the source's active call; other numbers are inactive results; ? = inconclusive. Unless noted, no stated cut-off is given here; in the data, active means inhibition above about 40%.

compound,GSH fluor,Bcl-2 Bim block,Bim-Bcl-W,Bcl-XL Bim block,RGS7-Gao,RGS4-Gao reg,Bim-Bfl-1,ABCB1 inh,ABCG2 inh,Avidin bead fluor,Bim-Bcl-B
CC1(C)CC(=O)C2=C(C1)Oc1ncn(CCCn3ccnc3)c(=N)c1C2c1ccccc1 (stereo unspecified),13,-8,0,-5,100,98,-9,0.1,0,12,-7
Fc1ccccc1CSCc1nc2ccccc2[nH]1,25,-1,-3,-3,?,112,-5,1.0,8,10,-4
O=C(Cc1ccc(-n2c(=O)c3ccccc3n(CC(=O)Nc3ccc(F)cc3F)c2=O)cc1)NCc1ccco1,14,-1,-1,-3,?,96,-5,0.0,0,9,-4
CC(=O)Nc1ccc(OCC(O)CN2C(C)(C)CC(O)CC2(C)C)cc1 (stereo unspecified),14,-3,-4,-3,102,101,-15,0.2,0,13,-7
Cc1ccc(-c2csc(NC(=O)CSc3nc(C)cc(=O)[nH]3)n2)cc1,45,-7,2,-7,97,95,-10,-0.2,0,4,-7
COc1cc(C)ccc1OCCCOc1ccccc1Br,26,-10,1,0,98,102,-11,0.2,2,10,-4
Cc1cc(C)c(NC(=O)COC(=O)C2CCC(=O)N2)c(C)c1 (stereo unspecified),15,0,0,-1,?,103,-6,2.2,4,9,-6
Cc1cccc(OCc2nnc(SCC(=O)Nc3ccc(C)c(Cl)c3)o2)c1,15,-4,-2,-2,99,97,0,0.3,2,26,-2
O=C(N1CCOCC1)N1CCC(n2nnc3ccccc32)CC1,11,-4,2,1,107,105,-8,0.0,0,7,-3
S=C(NCc1ccc(Cl)cc1)NN1CCOCC1,17,-5,-2,-4,103,99,-7,0.0,0,10,-4
COc1ccc(-c2cc3nc(-c4ccccc4)cc(N4CCC5(CC4)OCCO5)n3n2)cc1,11,-8,-2,-5,99,101,-2,-0.2,-1,34,-6
CC(C)(C)NC(=O)c1nc2nc(-c3ccccc3)cc(C(F)(F)F)n2n1,10,-4,-6,-7,98,102,-3,0.3,2,4,-9
CCS(=O)(=O)Nc1ccc(Cc2ccc(NS(=O)(=O)CC)cc2)cc1,15,-3,4,-2,97,97,-6,-0.2,0,5,-6
CC(C)NS(=O)(=O)c1ccc(NC(=S)NC(=O)c2ccc(-c3ccccc3)cc2)cc1,12,-3,-2,-1,102,99,-3,0.5,1,16,-3
CCOCN(C(=O)Cn1c(C(C)O)nc2ccccc21)c1c(C)cccc1CC (stereo unspecified),22,10,-1,-6,107,98,0,1.8,2,57*,-3
CCc1cccc(CC)c1NC(=S)NCc1ccc2c(c1)OCO2,10,-2,-3,-3,103,106,-2,0.8,11,15,-6
CCC1CCCCN1C(=S)NCc1ccccc1 (stereo unspecified),14,-6,-5,-5,96,99,-5,5.8,9,19,-9
COc1ccc(-c2cc(C(F)(F)F)nc(SCC(=O)NCc3cnn(C)c3C)n2)cc1OC,10,0,-4,-1,103,103,1,0.7,15,5,-7
Cc1ccccc1-n1c(SCc2c(C)noc2C)nnc1-c1cccnc1,22,-2,-3,-4,112,110,0,1.1,2,44,-10
CC(OC(=O)c1ccccc1NCc1ccco1)C(=O)Nc1ncc(Cl)cc1Cl (stereo unspecified),12,1,2,0,103,102,2,1.3,7,30,3
COc1ccc(-n2c(=O)c(NC(=O)c3ccccc3)c3n(c2=S)CCCCC3)cc1,66,0,1,0,102,90,0,0.8,8,13,0
Cc1ccc(CN2CCN(Cc3cn[nH]c3-c3cccc(F)c3)CC2CCO)o1 (stereo unspecified),14,-3,-4,-6,99,96,-3,1.0,3,1,-7
COc1cc(C(=O)Oc2ccccc2/C=N/NC(=O)c2ccc(Cl)cc2Cl)cc(OC)c1OC,62,-7,6,-7,84,83,-10,4.2,8,6,-6
CCOC(=O)N1CCN(c2c(N3CCN(c4cccc(C(F)(F)F)c4)CC3)c(=O)c2=O)CC1,28,0,0,0,97,96,-1,-6.0,-4,18,1
CCOc1ccc(NC(=O)Nc2cccn(Cc3ccccc3)c2=O)cc1,15,6,0,-2,97,99,0,-0.5,-1,12,0

Quoted from the entries so far for reference:
compound,GSH fluor,Bcl-2 Bim block,Bim-Bcl-W,Bcl-XL Bim block,RGS7-Gao,RGS4-Gao reg,Bim-Bfl-1,ABCB1 inh,ABCG2 inh,Avidin bead fluor,Bim-Bcl-B
CCOC(=O)N1CCN(c2c(N3CCN(c4cccc(C(F)(F)F)c4)CC3)c(=O)c2=O)CC1,28,0,0,0,97,96,-1,-6.0,-4,18,1
CCOc1ccc(NC(=O)Nc2cccn(Cc3ccccc3)c2=O)cc1,15,6,0,-2,97,99,0,-0.5,-1,12,0

The list continues.
compound,GSH fluor,Bcl-2 Bim block,Bim-Bcl-W,Bcl-XL Bim block,RGS7-Gao,RGS4-Gao reg,Bim-Bfl-1,ABCB1 inh,ABCG2 inh,Avidin bead fluor,Bim-Bcl-B
COC(=O)C1CCN(C(=O)Cc2c(OC)ccc3cc(Br)ccc23)CC1,23,0,-2,-3,102,102,-3,1.8,10,10,-6
O/N=C(\c1ccc(Cl)cc1)c1cc2ccccc2o1,22,-1,-1,0,105,106,-2,0.5,2,17,0
CCOc1ccc(-n2cc(-c3ccccc3)c3c(=O)[nH]cnc32)cc1,11,-4,-5,-10,105,107,-5,1.2,30,10,-6
CN(c1ccc(C(=O)N2CCOCC2)cc1)S(C)(=O)=O,11,-1,-2,0,95,95,-1,0.6,1,14,-3
CCc1ccc(C(=O)COC(=O)c2cnc(C)cn2)cc1,18,-6,0,-1,105,103,-9,0.4,3,10,-4
O=C(Nc1ccc(F)cc1)c1cccc(NC(=O)C2C3CC4OC(=O)C2C4C3)c1 (stereo unspecified),11,-2,0,-1,103,101,-4,0.3,1,18,-4
CC(=O)Nc1ccc(C(=O)NNC(=O)CCc2ccccc2)cc1,15,0,-2,-3,96,100,0,0.1,3,7,-3
CS(=O)(=O)N(CC(=O)N1CCCC1)Cc1ccc(Cl)cc1,10,-4,-1,-2,97,98,-4,0.7,1,14,-4
COc1ccc(NC(=O)CSc2nc(C)cs2)cc1,16,-1,-4,0,?,105,-5,-0.4,0,8,-3
CCc1ccccc1NC(=O)c1ccoc1C,30,0,0,0,101,97,0,-0.2,3,9,1
CCc1ccc(C(C)NC(=O)/C=C/c2ccc(Br)cc2)cc1 (stereo unspecified),47,-7,0,-18,99,103,-11,0.1,1,6,-3
OCCN(CCO)c1nc(-c2ccccc2)nc2c1oc1ccccc12,14,0,2,5,101,100,-5,0.3,2,12,5
COc1cc(C(c2c(C)[nH][nH]c2=O)c2c(C)[nH][nH]c2=O)ccc1OC(=O)c1cccc([N+](=O)[O-])c1,8,0,0,-1,104,105,10,-0.1,0,21,0
CCOc1ccc(C(=O)NCCCN2CCCC2=O)cc1,22,-13,0,-2,103,101,-16,0.5,4,27,-4
Cc1cc(C)n2nc(Nc3ccccc3)cc2n1,12,1,0,-1,95,99,0,0.1,1,32,0
CC(C)CC(c1nnnn1CC1CCCO1)N1CCN(Cc2ccc3c(c2)OCO3)CC1 (stereo unspecified),28,-9,-3,-1,92,92,-13,0.3,1,4,-8
CC(C)(C)OC(=O)NCc1nc(N)n[nH]1,29,-2,-2,-4,101,99,-9,0.0,-2,19,-7
CCCCNC(=O)C1CCCN(S(=O)(=O)c2ccc(S(=O)(=O)NCC(C)C)cc2)C1 (stereo unspecified),17,-7,0,-2,97,100,-10,0.5,1,7,-7
CC(=O)Nc1ccc(S(=O)(=O)N[C@@H](C)C(=O)OCc2ccc(Cl)cc2)cc1,10,-11,-3,-6,103,102,-16,0.4,5,9,-10
CN(C)CCCCCNCCCNC(=O)/C=N\O,21,-3,-3,-1,99,104,0,0.1,0,35,-3
O=C(NC(=S)Nc1ccccc1N1CCOCC1)c1ccco1,19,-11,-8,-10,86,88,-13,0.0,3,11,-11
Cc1c(N=C2NC(=O)C(CC(=O)Nc3ccccc3)S2)c(=O)n(-c2ccccc2)n1C (stereo unspecified),21,-1,0,0,99,105,-1,-0.3,0,6,0
Cc1ccc(Cl)cc1NC(=S)N(Cc1cccs1)C1CCCC1,11,-5,-2,-3,?,94,-7,1.0,5,11,-5
COc1ccc(-c2cc(-c3nnc(COC(=O)CC4CCCC4)o3)c3ccccc3n2)cc1OC,9,12,9,16,103,103,6,2.5,15,6,-15
CN(C)Cc1nc2ccccc2c(=O)n1CC(=O)Nc1cccc(S(=O)(=O)N2CCOCC2)c1,13,0,0,0,92,96,2,1.2,2,10,0
CC(C)(C)n1cnc2cc(NCc3cccs3)ccc21,25,4,0,0,101,103,3,-0.2,9,11,5
CCOC(=O)c1ccc(OCc2c(C)noc2C)cc1,39,-8,0,-14,100,99,-12,-2.0,-1,5,-10

Screening data as filed in PubChem BioAssay.
